Bioassay records from PubChem BioAssay.
Integrin act MD – activators of alpha7 integrin expression for muscular dystrophy | alpha7betagal myoblasts, beta-gal FDG fluorescence, 48 h | AID 624291 | Potency, µM (titrated, usually from 38.3 µM), inactives show at the highest dose activation, usual class: activators | 350,000 compounds, 0.064% hits;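 also: potency is read from the fitted curve at half-maximal effect; 100% = response of the positive control SU9516; nearly all actives have a fitted effect of over 60% in size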
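alpha7betagal+/- myoblasts (passage 13, 250/well) treated 48 h at 37C with compounds at 1:260 dilution of DMSO stock. Lysed, then beta-galactosidase activity read as FDG fluorescence (ex 480/em 540) after 30 min, with pre-read for autofluorescence.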
TSG101-PTAP inh – blocks PTAP/TSG101 interaction to inhibit HIV-1 budding | 340,000 tested, under 10 active | Potency, µM (titrated, usually from 115 µM), without a hit: at the highest dose activity change, negative = inhibition, most hits filed as inhibitors | Fluorescence polarization, FITC-PTAP peptide / Tsg101 binding; active = well fitted inhibition curve with a large enough effect in the main read-out, with a control signal flat, not every such curve was filed as active; inconclusive = small, poorly fitted or top-dose-only effect, or effect the other way, or a change in a side signal; inactive = no such curve, though single readings can be large or run the other way; also: potency is read from the fitted curve at half-maximal effect; % of control where 0% means no effect
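FP read-out: FITC-PTAP peptide, 50 nM final, binding Tsg101 binding domain, 10 uM final; 20 min, r.t.; 10 mM HEPES pH 7.5, 0.15 M NaCl, 0.01% Tween 20, 3 mM EDTA, 0.1 mM TCEP.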
MLL CXXC-DNA inh – inhibitors of human MLL CXXC domain-DNA interaction; Q03164; 290,000 compounds, 0.037% hits; Potency, µM (titrated, usually from 115 µM), for inactives: at the top dose activity change, negative = inhibition, actives largely listed as inhibitors; MLL-CXXC / FITC-HOXA9 DNA fluorescence polarization; active = well fitted inhibition curve with a large enough effect in the polarisation, with a control signal flat, not every such curve was filed as active; inconclusive = small, poorly fitted or top-dose-only effect, or effect the other way, or a change in a side signal; inactive = no such curve, though single readings can be large or run the other way; the % refers to the polarisation; also: potency is read from the fitted curve at half-maximal effect
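Steps: dispense CXXC domain solution (7 uM) → pin compounds or unlabeled HOX-A9 DNA control → 5 min ambient → add FLSN-HOX-A9 solution (50 nM) → spin → 30 min ambient → fluorescence polarization. Tris pH 7.5/NaCl/DTT/BSA buffer.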
AT treatment – potential ataxia-telangiectasia treatment. […] A-T fibroblasts, KAP-1 phosphorylation AlphaLISA; neocarzinostatin DNA damage 30 min before lysis. Potency, µM (doses to about 57.5 µM), for inactives: at the highest dose activation, hits mostly activators. 320,000 compounds, 0.19% hits. AID 485349; also: potency is read from the fitted curve at half-maximal effect; % of control where 0% means no effect; nearly all actives have a fitted effect of over 45% in size
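hTERT-immortalized A-T patient fibroblasts ([…]), 500 cells/well in OPTI-MEM, 1% FBS, got compounds for 60 min, then NCS for 30 min at 37C. Lysates were then assayed for phospho-KAP-1 by AlphaLISA (anti-pKAP1 donor, anti-KAP1 acceptor beads), 6 hr at 25C.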
TSHR antag – antagonists of human thyroid stimulating hormone receptor. AID 504810. activity change, negative = inhibition, % at 11.5 µM. 330,000 compounds, 0.2% hits. TSHR-expressing cells, TSH-stimulated cAMP HTRF, 2 h; hits give low values;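 active = activity change below a set negative limit, meaning inhibition stronger than a set level, cut at about -70% in these data; inconclusive = activity change between two set negative limits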; also: % is scaled to controls: 0 for no effect and ±100 for the full control effect
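Competitive HTRF cAMP read-out (cryptate anti-cAMP antibody, cAMP-d2; 30 min, room temperature) in freshly harvested TSHR cells. Compounds added before TSH at EC80 (4nM final), followed by 2 hours' incubation at 37 deg C.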
ASM inhibitor – human S-ASM enzyme inhibition; P17405; placental ASM, HMU-PC fluorogenic substrate, 60 min; Potency, µM (doses to about 57.5 µM), for inactives: top-dose activity change, negative = inhibition, actives largely listed as inhibitors; 340,000 compounds, 0.006% hits; also: potency is read from the fitted curve at half-maximal effect
Target sequence (P17405 47-631 limits assumed): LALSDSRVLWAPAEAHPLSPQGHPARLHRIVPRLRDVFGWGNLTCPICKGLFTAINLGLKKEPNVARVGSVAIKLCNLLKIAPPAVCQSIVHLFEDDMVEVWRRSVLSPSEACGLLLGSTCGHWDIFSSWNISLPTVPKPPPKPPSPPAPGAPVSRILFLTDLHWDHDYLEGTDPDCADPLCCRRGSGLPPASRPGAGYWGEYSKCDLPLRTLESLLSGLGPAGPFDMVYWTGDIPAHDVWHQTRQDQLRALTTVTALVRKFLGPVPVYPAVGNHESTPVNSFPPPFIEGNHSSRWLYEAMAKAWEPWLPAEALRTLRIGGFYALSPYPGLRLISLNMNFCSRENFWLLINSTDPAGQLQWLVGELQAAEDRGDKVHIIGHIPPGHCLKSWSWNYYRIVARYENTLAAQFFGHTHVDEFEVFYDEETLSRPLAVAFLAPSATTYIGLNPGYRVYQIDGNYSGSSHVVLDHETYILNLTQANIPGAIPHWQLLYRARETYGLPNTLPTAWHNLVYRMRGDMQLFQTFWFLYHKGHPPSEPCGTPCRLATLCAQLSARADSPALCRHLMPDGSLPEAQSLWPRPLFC
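HMU-PC0 cleavage (9 uM final) by human placental ASM, 60 min at 37 °C following 10 min compound exposure at RT; stopped at pH 10, fluorescence Ex 386/Em 447 nm.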
Menin-MLL TR inh – menin-MLL binding inhibition, Texas Red mutant peptide; Potency, µM (doses to about 61.6 µM), for the others: at the top dose FP activity change, negative = inhibition, actives largely listed as inhibitors; AID 1768; O00255; Menin + Texas Red MLL mutant peptide, fluorescence polarization; 270,000 compounds, 0.23% hits; active = well fitted inhibition curve with a large enough effect in the polarisation, with a control signal flat, not every such curve was filed as active; inconclusive = small, poorly fitted or top-dose-only effect, or effect the other way, or a change in a side signal; inactive = no such curve, though single readings can be large or run the other way; the % refers to the polarisation; also: potency is read from the fitted curve at half-maximal effect; % of control where 0% means no effect; many of its hits are not listed in these tables
Mito fusion act – inhibitors of mitochondrial division or activators of mitochondrial fusion; S. cerevisiae fusion-defective mutant growth rescue, CellTiterGlo 48 h; Potency, µM (doses to about 46.1 µM), inactives show at the highest dose growth rescue (activation), hits mostly activators; 320,000 compounds, 0.23% hits; AID 485298;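 also: potency is read from the fitted curve at half-maximal effect; % of control where 0% means no effect; nearly all actives have a fitted effect of over 45% in size; temperature-sensitive fusion mutants such as fzo1-1 at 37 °C on non-fermentable ethanol glycerol medium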
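Luminescent cell viability in 1536-well qHTS format served as the measure of rescued growth in ts fusion-mutant S. cerevisiae cultured on non-fermentable YPEG for 48 hours at 37C.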
TCR act – T cell receptor activation; primary human leukocytes, anti-CD3, IL-2 HTRF, 48 h; AID 504894; 330,000 tested, under 10 active; Potency, µM (series often up to 9.22 µM), for inactives: at the top dose activation of IL-2 secretion, hits mostly activators; also: % of control where 0% means no effect
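48 hr co-incubation of compounds, a-CD3 beads and primary human leukocytes; IL-2 quantified homogeneously by HTRF with anti-IL-2 K and d2 conjugates.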
MBNL1-CUG inh – blocks human MBNL1 binding to CUG repeat RNA | 280,000 compounds, 0.036% hits | AID 2675 | TR-FRET MBNL1-His/biotin-(CUG)12 binding, 665/545 ratio | Q9NR56 | Potency, µM (titrated, usually from 57.5 µM), without a hit: top-dose activity change, negative = inhibition, usual class: inhibitors; active = well fitted inhibition curve with a large enough effect in the signal ratio, with a control signal flat, not every such curve was filed as active; inconclusive = small, poorly fitted or top-dose-only effect, or effect the other way, or a change in a side signal; inactive = no such curve, though single readings can be large or run the other way; the % refers to the signal ratio; also: potency is read from the fitted curve at half-maximal effect; % is scaled to controls: 0 for no effect and ±100 for the full control effect
Target sequence (Q9NR56 whole entry, looked up): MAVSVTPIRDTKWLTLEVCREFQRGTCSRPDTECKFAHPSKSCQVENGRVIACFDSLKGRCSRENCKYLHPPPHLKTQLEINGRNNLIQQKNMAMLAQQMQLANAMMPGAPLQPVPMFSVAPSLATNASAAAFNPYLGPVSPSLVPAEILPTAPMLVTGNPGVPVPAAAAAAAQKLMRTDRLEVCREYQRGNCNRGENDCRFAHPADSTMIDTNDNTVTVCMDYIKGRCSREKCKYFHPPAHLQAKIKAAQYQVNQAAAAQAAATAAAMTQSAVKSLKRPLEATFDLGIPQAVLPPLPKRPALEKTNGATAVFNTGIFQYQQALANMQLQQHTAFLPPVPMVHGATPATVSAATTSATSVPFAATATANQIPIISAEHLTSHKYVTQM
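TR-FRET between His-tagged MBNL1 and biotin-(CUG)12 RNA, detected with Tb anti-His antibody (0.055 ng/ul) and streptavidin-XL665 (5 nM), 60 min at room temperature. Compounds titrated 92 nM to 58 uM; 665/545 nm ratio normalized to buffer and complex controls.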
Numbers without * were called inactive; ? = inconclusive; . = no result given; [ ] = another dose, or the depositor's remark. Unless noted, calls follow the shape of the dose curve; as a rule, active = well fitted curve in the direction sought with a large enough effect; inconclusive = small, poorly fitted or top-dose-only effect, or another doubt; inactive = no such curve, though single readings can be large; an effect the other way counts as inactive or inconclusive.

SMILES	Integrin act MD	TSG101-PTAP inh	MLL CXXC-DNA inh	AT treatment	TSHR antag	ASM inhibitor	Menin-MLL TR inh	Mito fusion act	TCR act	MBNL1-CUG inh
O=C(c1cccc(NS(=O)(=O)c2ccc(Br)cc2)c1)N1CCN(c2ccccc2O)CC1	3%	-1%	.	-1%	-2	-9%	.	-1%	10%	.
COc1ccc(N2C(=O)CN(Cc3ccc(OC)c(OC)c3)C2=S)cc1	-38%	-3%	0%	-7%	-5	0%	8%	15%	-2%	6%
CCOC(=O)/C(=N\Nc1cccc(Cl)c1)Sc1nnc(-c2ccc(OC)cc2)n1C	19%	-1%	16%	1%	-6	-14%	-12%	14%	-9%[46.1 µM]	-10%
CCOC(=O)Cn1c(-c2ccc(Cl)nc2)nc2ccccc21	4%	-2%	13%	-3%	-1	3%	4%	1%	3%	3%
CC(=O)c1ccc(N(C)C)cc1	15%	-3%	-9%	.	-6	0%	4%	1%	-1%	-8%
CN(C)CC(C)(C)CNC(=O)c1cc(Br)cc(Br)c1O	-18%	-9%	0%	0%	2	0%	1%	7%	4%	-2%
COc1ccccc1OCc1ccc(C(=O)N2CCOCC2)o1	8%	1%	4%	0%	20	3%	1%	-26%	0%[46.1 µM]	-10%[11.5 µM]
O=C(c1cnccn1)N(c1ccccc1)C1(C(=O)NC2CCCC2)CCCCC1	3%	1%	5%	.	19	-1%	-23%	3%	2%	-4%
COC(=O)CSc1nc(N)nc(C)c1Cl	-43%	0%	-11%	-6%	9	-2%	25%	0%	9%	-7%
O=C(COC(=O)CNC(=O)c1ccc(Cl)cc1)NC1CCCCCC1	22%	-7%	.	-7%	-13	-3%	.	-4%	-3%	.
COCCCN(C(=O)CCOc1ccc(C(C)(C)C)cc1)c1c(N)n(Cc2ccccc2)c(=O)[nH]c1=O	-12%	0%	.	-3%	0	12%	.	1%	4%	.
CCOCCc1nnc(NC(=O)Cc2ccccc2)s1	-4%	-7%	-2%	2%	0	0%	1%	-9%	-7%	2%
CCSC(=Nc1ccccc1)Nc1ccccc1	-37%	1%	-1%	6%	-7	-1%	-1%	?	-7%	3%
O=C(COC(=O)Cc1cccs1)Nc1ccccc1Cl	7%	-3%	-1%	0%	-1	7%	-8%	1%	-17%	.
CCCCOc1ccc(C(=O)OC2CC(C)N(C)CC2C)cc1 (stereo not drawn)	-52%[inhibitor]	0%	6%	2%	6	-1%	-13%	-9%	-6%	-1%
CC1(C)Cc2c(c(N3CCOCC3)nc3sc4c(N5CCOCC5)nnnc4c23)CS1	.	.	-4%	-5%	1	.	6%	-3%	.	-5%
C=CCNC(=S)N1CCN(c2ncc3c(=O)c(C(=O)O)cn(CC)c3n2)CC1	3%	-16%	2%	-2%	-13	-23%	18%	-2%	9%	-1%
CC(C)=CCN1CCN(C/C(Cl)=C/c2ccccc2)CC1CCO (stereo not drawn)	15%	-6%	9%	33%	5	3%	.	0%	4%	1%
CN1C(C)(C)CC(NC(=O)c2ccco2)CC1(C)C	3%	3%	-6%	-5%	4	-1%	18%	-6%	-4%	1%
C=CCc1cccc(/C=N/NC(=O)COc2ccc(-n3cnnn3)cc2)c1O	-51%[inhibitor]	-9%	-2%	9%	17	-1%	.	4%	-3%	-7%
Brc1cccc2sc(N3CCCC3)nc12	-6%	1%	-7%	0%	-2	-1%	13%	5%	-5%	-1%
CC(=O)Nc1ccc(S(=O)(=O)N(C)CC(=O)OCC(=O)c2ccc3c(c2)NC(=O)CO3)cc1	-19%	2%	.	2%	-9	-1%	.	1%	1%	.
Cc1ccc(NC(=O)c2cc(-n3cnnc3)ccc2Cl)cc1	-7%	-3%	2%	4%	-5	-3%	-1%	-2%	-7%[46.1 µM]	12%
CCCc1cc(=O)oc2cc(C)cc(OCC(=O)NC(Cc3c[nH]c4ccc(O)cc34)C(=O)O)c12 (stereo not drawn)	-18%	-2%	-2%	-20%	-6	1%	0%	-1%	8%	-1%
CCn1c(SCC(=O)N2CCOCC2)nnc1-c1ccco1	?	2%	-10%	-5%	-11	2%	8%	-2%	3%	-3%
Cc1ccc(C(C(=O)NC2CCCC2)N2CCCC(C)C2)cc1 (stereo not drawn)	-12%	-5%	3%	6%	3	1%	-21%	-2%	0%	?
O=C(CNC(=O)C(c1ccccc1)c1ccccc1)N/N=C\c1ccc(C(=O)O)cc1	-18%	-1%	4%	-1%	30	1%	11%	6%	-6%	?
CCC/C(=N\NC(=O)CCC(=O)NCc1ccccc1)c1ccccc1	-26%	-3%	25%	6%	-5	0%	-10%	8%	-4%	5%
CCCCNS(=O)(=O)c1ccc(NC(=O)c2c(-c3ccccc3Cl)noc2C)cc1	8%	.	-3%	.	5	-5%	0%	3%	.	-3%
CC(Sc1nnc(N)s1)C(=O)NNC(=O)c1cccc(Cl)c1 (stereo not drawn)	6%	-2%	.	-24%	-15	3%	.	.	-5%	.
CCOC(=O)c1c[nH]c2c(C(=O)c3ccccc3)cc(Cl)cc2c1=O	19%	0%	5%	-10%	-16	-2%	-7%	4%	-22%	22%
CCn1nc(C)c(CNC(=O)CCc2nnc(Cc3c[nH]c4ccccc34)o2)c1C	8%	-7%	3%	-1%	-7	-1%	0%	3%	-9%	-8%
Cc1cccc(Nc2nnc(SCC3CCCCO3)s2)c1C (stereo not drawn)	1%	-1%	0%	5%	37	2%	1%	1%	-3%[46.1 µM]	-21%
Cc1cc(C(=O)OCC(=O)Nc2cccc([N+](=O)[O-])c2)c(C)o1	0%	-5%	.	-4%	.	-3%	.	.	2%	.
COC(=O)c1cc(NC(=S)N2CCN(c3ccccn3)CC2)cc(C(=O)OC)c1	-1%	-2%	4%	-2%	-6	-1%	?	2%	0%	-1%
COc1ccccc1N(C)S(=O)(=O)c1ccc(C(=O)NCc2ccccc2CN2CCCC2)cc1	-73%[inhibitor]	1%	.	.	.	-2%	.	.	0%	.
COC(=O)Cn1c(C)nc2ccccc21	-24%	-3%	1%	-5%	9	-1%	4%	0%	-1%	-3%
CNc1nnc(Sc2ncccc2[N+](=O)[O-])s1	-49%[inhibitor]	-4%	0%	-9%	-5	2%	.	-1%	-1%	?
O=c1c2ccccc2ncn1-c1ccc(Br)cc1[N+](=O)[O-]	-18%	-3%	6%	-1%	0	0%	14%	-1%	-1%	?
COc1cccc(NC(=O)CN2C(=O)C(c3ccc(C)cc3)=NC23CCCCCC3)c1	15%	0%	5%	-4%	8	-8%	-4%	-2%	10%[46.1 µM]	-1%
COc1ccc(CCNC(=O)CS(=O)Cc2nc(-c3ccccc3F)oc2C)cc1OC (stereo not drawn)	-40%	1%	3%	2%	4	0%	10%	-3%	-1%	-2%
CN1N=C(C(=O)N2CCc3c([nH]c4ccccc34)C2c2ccccc2Cl)CCC1=O (stereo not drawn)	-7%	-3%	0%	-1%	-2	-4%	-22%	1%	-4%	5%
CCCCn1c(N)c(N(CC(C)C)C(=O)C2CCN(S(=O)(=O)c3ccc(C)cc3C)CC2)c(=O)[nH]c1=O	10%	-4%	.	6%	19	5%	.	-2%	2%	.
CC(=O)Nc1ccc2c(c1)Cc1cc(N3C(=O)C=CC3=O)ccc1-2	-76%[inhibitor]	-5%	.	.	.	3%	.	.	-7%	.
O=C(COC(=O)c1cc(-c2ccc(Cl)s2)nc2ccccc12)NCc1ccco1	-5%	1%	-14%	13%	-23	222%[activator]	.	7%	16%	?
CCOC(=O)n1c(=O)n(Cc2ccc(F)cc2)c2ccccc21	-26%	-4%	3%	4%	-11	-2%	-11%	-1%	4%	.
c1ccc(Cn2ncc3c2ncn2c(-c4ccncc4)nnc32)cc1	.	.	-1%	5%	17	.	-1%	-3%	.	0%
COc1ccc(S(=O)(=O)Nc2cccc3c2O[C@H](CN(C)Cc2ccncc2)[C@@H](C)CN([C@H](C)CO)C3=O)cc1	-5%	-4%	.	2%	-8	10%	.	.	-5%	.
CC1=CC(C)(C)[N+](C)=CN1c1ccccc1	-7%	0%	5%	2%	4	4%	5%	-16%	0%[46.1 µM]	12%[11.5 µM]

Not all compounds are listed; rates above refer to the full screens.
